# Pol eta inh: blocks human DNA polymerase eta activity; recombinant Pol eta, fluorescent DNA replication assay; Potency, µM (highest dose often 114 µM), without a hit: at the top dose activity change, negative = inhibition, usual class: inhibitors; actives 1.2% (n = 390,000); also: potency is read from the fitted curve at half-maximal effect; % is scaled to controls: 0 for no effect and ±100 for the full control effect
#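 Fluorescent replication assay: 50 nM final substrate added after a 15 min room-temperature compound preincubation with 10 nM enzyme. Signal taken at 0 min and again at 10 min.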
# Pol iota inh: blocks human DNA polymerase iota activity; actives 1% (n = 390,000); Pol iota fluorescent replication assay, 10 min; Q9UNA4; Potency, µM (doses to about 115 µM), for the others: top-dose activity, negative = inhibition, actives largely listed as inhibitors; also: potency is read from the fitted curve at half-maximal effect
#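 Pol iota at 10 nM preincubated 15 min with compounds at room temperature; reaction started with fluorescent substrate, 50 nM final. Fluorescence read kinetically at 0 and 10 min; buffer-only wells as negative control.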
# LDHA block: blocks human lactate dehydrogenase A; actives 0.15% (n = 480,000); P00338; purified LDHA, NADH/diaphorase-resazurin fluorescence; stronger effect = lower value; activity change, % (values are at about 110 or 230 µM); in the data active = activity change below about -30%; inconclusive = mostly about -25% to -30%;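 also: plate controls were DMSO wells for no effect and wells without enzyme for full effect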
#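 Enzyme activity of human lactate dehydrogenase 5 (2 nM; 0.06 mM NADH, 0.2 mM pyruvate, 5 min, RT) is measured via a resazurin/diaphorase fluorescence readout of residual NADH.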
# BLM helicase inh: inhibitors of human Bloom syndrome helicase BLM. recombinant BLM DNA unwinding, fluorescence dequenching. actives 0.2% (n = 350,000). P54132. Potency, µM (series often up to 56.1 µM), inactives show at the highest dose activity change, negative = inhibition, usual class: inhibitors;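 also: potency is read from the fitted curve at half-maximal effect; plate controls were vehicle for no effect and no enzyme for full effect; nearly all actives have a fitted effect of over 35% in size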
# POLB inh: inhibitors of human DNA polymerase beta. AID 485314. actives 1.3% (n = 340,000). Pol beta primer extension/strand displacement, fluorescence kinetic. Potency, µM (highest dose often 114 µM), without a hit: top-dose activity change, negative = inhibition, usual class: inhibitors. P06746; also: potency is read from the fitted curve at half-maximal effect; % is scaled to controls: 0 for no effect and ±100 for the full control effect
#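 Kinetic readout of DNA synthesis with strand displacement by Pol beta. Compound and 10 nM enzyme sit 15 min at room temperature; 50 nM substrate starts the reaction, read immediately and at 10 min.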
# Glioma ERSR ind: ER stress response induction in glioma; Potency, µM, for the others: top-dose activation, actives largely listed as activators; actives 0.02% (n = 420,000); U87-MG GRP78 promoter luciferase reporter, 16 h; also: potency is read from the fitted curve at half-maximal effect; series mostly up to about 76 µM; % of control where 0% means no effect; nearly all actives have a fitted effect of over 35% in size
#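 Stably transfected U87-MG glioma cells carrying a GRP78-based luciferase sensor; 16 h compound incubation. Luminescence end-point read 10 min after Bright-Glo addition at room temperature.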
# Apoferritin bind: binds horse apoferritin like a general anesthetic; apoferritin/1-aminoanthracene competitive binding, fluorescence; Potency, µM (titrated, usually from 77.5 µM), inactives show at the top dose activity change, negative = displacement, actives largely listed as inhibitors; actives 0.074% (n = 350,000); AID 485281; also: potency is read from the fitted curve at half-maximal effect; % is scaled to controls: 0 for no effect and ±100 for the full control effect; nearly all actives have a fitted effect of over 20% in size
#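 Probe: 1-aminoanthracene (50% saturated, PBS). Protein: horse-spleen apoferritin, 10 uM. Incubation: 10 min, room temperature. Detection: 380 nm excitation, 535 nm emission. Analysis: normalized response, four-parameter Hill.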
# APE1 inh: inhibitors of human APE1 endonuclease; P27695; recombinant APE1, TAMRA/BHQ-2 abasic DNA cleavage fluorescence; Potency, µM (top dose mostly 65.8 µM), without a hit: top-dose activity change, negative = inhibition, hits mostly inhibitors; actives 0.35% (n = 350,000); AID 2517;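 also: potency is read from the fitted curve at half-maximal effect; plate controls were vehicle for no effect and reference inhibitor for full effect; nearly all actives have a fitted effect of over 55% in size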
#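 APE1 at 0.75 nM preincubated 15 min at room temperature with compound. Reaction then started with 50 nM double-stranded THF-abasic substrate labelled with TAMRA/BHQ-2, and 525/598 nm fluorescence read kinetically. Activity taken as third-minus-first read difference, normalized to DMSO and NSC13755 controls.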
# Pol kappa inh: DNA polymerase kappa (human) inhibition; Q9UBT6; purified Pol kappa, fluorescent DNA synthesis assay, 10 min; Potency, µM (highest dose often 107 µM), without a hit: at the top dose activity, negative = inhibition, hits mostly inhibitors; actives 0.53% (n = 400,000); AID 588579; also: potency is read from the fitted curve at half-maximal effect; % is scaled to controls: 0 for no effect and ±100 for the full control effect
#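 Enzyme at 10 nM met test compounds for 15 min at room temperature. Substrate addition (50 nM final) began the reaction, which was monitored by fluorescence at 0 and 10 min.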
# An asterisk follows results filed as active; ? = inconclusive; . = no result given; & = joins results of further samples; [ ] = another dose, or the depositor's remark. Unless noted, calls follow the shape of the dose curve; as a rule, active = well fitted curve in the direction sought with a large enough effect; inconclusive = small, poorly fitted or top-dose-only effect, or another doubt; inactive = no such curve, though single readings can be large; an effect the other way counts as inactive or inconclusive. Only part of the results is shown; count on the stated rates, not on these rows.
molecule,Pol eta inh,Pol iota inh,LDHA block,BLM helicase inh,POLB inh,Glioma ERSR ind,Apoferritin bind,APE1 inh,Pol kappa inh
CCCCCCn1c(CN2CCN(Cc3ccccc3)CC2)nc2c1c(=O)n(C)c(=O)n2C,-23%,39%[activator],-2,1%,14%,-6%,-18%,-6%,-7%
CCC(=O)Nc1ccc(C(=O)CN2CCC(C)CC2)cc1,.,.,.,-2%,26%,.,-17%,-1%,.
Cc1nn(Cc2n[nH]c(=S)n2Cc2ccccc2)c(C)c1Cl,-10%,3%,-3,1%,10%,4%,-17%,-2%,-9%
CC(C)COC[C@H](CN(Cc1ccccc1)c1ccccc1)N1CCCC1,.,.,.,5%[21.4 µM],.,-4%,-10%[29.3 µM],2%[21 µM],-5%[12 µM]
COc1ccc(-c2coc3c2c(C)cc2oc(=O)c(CC(=O)O)c(C)c23)cc1,-14%,-6%,7,2%,12%,3%,-15%,.,-1%
COc1cccc2cc(C(=O)OCC(=O)NC3CCCC(C)C3C)c(=O)oc12 (stereo unspecified),-7%,-25%,-6,.,.,-3%,.,17%,-1%
COc1ccccc1NC(=O)N(CCN(C)C)Cc1cc2cc(C)ccc2[nH]c1=O,-12%,4%,-2,-2%,9%,-1%,-15%,13%,-15%
Cc1cc(C)n2[nH]c(=O)c(N=Nc3cccc(C(F)(F)F)c3)c2n1,-3%,11%,1,-1%,10%,3%,-19%,1%,-8%
OCCCN1CCN(CCOc2ccccc2-c2ccccc2)CC1,-19%,100%[activator],-6,3%,?,-3%,-4%,6%,-13%
CCOC(=O)N1CCN(Cc2nc3cc(NC(C)=O)ccc3n2CC)CC1,13%,45%[activator],0,-2%,-1%,-5%,-4%,-4%,12%
O=C1c2ccccc2C(=O)N1CCCCc1cn(C[C@H]2CC[C@@H]([C@@H]3CC[C@H](Cn4cc(CCCCN5C(=O)c6ccccc6C5=O)nn4)O3)O2)nn1,-20%,15%,-2,.,.,-5%,.,18%,7%
Cn1c(-c2ccccc2)cnc1N,-6%,-3%,5,-1%,3%,-1%,-16%,3%,3%
COc1ccc(N(C(=O)c2ccco2)S(=O)(=O)c2cccc([N+](=O)[O-])c2)cc1,-9%,-3%,4,-7%,-13%,3%,?,2%,2%
Cn1cc(CN2CCC(C(=O)N3CCCC3)CC2)c(-c2ccccc2F)n1,-8%,1%,-5,-1%,-15%,-1%,-7%,3%,-10%
CCCCCCn1cc(C(=O)O)c(=O)c2cc(F)c(N3CCN(C(=O)OCC)CC3)cc21,-23%,35%[activator],7,1%,1%,-4%,2%,72%[activator],3%
CCn1c2ccccc2c2cc(/C=N/NC(=O)c3ccncc3)ccc21,?,74%[activator],0,-4%,16µM*,-5%,-2%,-6%,-29%
CCN(CC)CCCC(C)Nc1nccc2c(Cl)cccc12 (stereo unspecified),-19%,34%[activator],2,.,.,-4%,.,.,0%
O=c1ccc2cc([N+](=O)[O-])c(CCO)cc2o1,6%,80%[activator],-4,-4%,17%,7%,-8%,-2%,-3%
CCN1CCN(c2nc(Nc3cc(OC)ccc3OC)nc(Nc3cc(OC)ccc3OC)n2)CC1,-4%,48%[activator],-11,-11%,-3%,1%,5%,-9%,-6%
CC1=C(n2nnc3ccccc32)C(c2ccccc2)C(C#N)=C(N)O1 (stereo unspecified),-6%,?,6,-3%,-18%,0%,-11%,0%,-11%
COCCN1CCN(Cc2ccc(C(=O)NC(C)C)cc2)C(=O)C1=O,-15%,23%,3,0%,-20%,-3%,-1%,.,-2%[60.1 µM]
C/C(NC1CCCC1)=C(/C#N)C(N)=O,-7%,-4%,1,-7%,6%,0%,7%,16%,-9%
CC(=O)Nc1ccc(OC[C@@H](O)CNC(C)C)cc1,.,.,.,-2%,.,-4%&-1%,0%[29.3 µM],14%[21 µM],-10%[19.4 µM]
CC(C)CC(=O)CN1C(=O)C2(OCCO2)c2ccccc21,-12%,9%,0,2%,0%,-5%,5%,-1%,-3%
CNC(=O)c1[nH]cnc1C(=O)N[C@@H](Cc1ccccc1)C(=O)OC(C)(C)C,-8%,13%,0,-1%,-1%,-1%,?,-2%,-3%
CCc1nc(SCC(=O)Nc2ccc(NC(C)=O)cc2)n[nH]1,-12%,21%,-3,-2%,-26%,-1%,-4%,.,-1%
O=C(Cc1cccc2ccccc12)NCCOc1ccccc1F,4%,107%[activator],-1,1%,-13%,-1%,-7%,11%,-17%
Cc1cccc2cc(C#N)c(SCC(=O)NNC(=O)Cc3ccccc3)nc12,-3%,-4%,2,-1%,0%,-4%,-8%,-3%,8%
COc1ccc2[nH]cc(CCNc3cc(-c4ccccc4C)ncn3)c2c1,.,.,.,-1%,.,-2%,.,8%,2%[60.1 µM]
Cc1ccc(CNC(=O)C2CCN(S(=O)(=O)c3cccc4nonc34)CC2)cc1,-11%&-15%,5%&31%,-5&0,-2%&-4%,1%&5%,1%&0%,-5%&-7%,-7%,-1%&7%
Cn1cc(C(=O)C(=O)NC2CC2)c2ccccc21,14%,8%,3,.,.,-9%,.,.,-10%
CC(Sc1nnc(-c2ccc(O)cc2)o1)C(=O)Nc1cccc2ccccc12 (stereo unspecified),-16%,-2%,3,-4%,13%,-1%,?,-1%,-5%
CCn1ncc(/C=N/O)c1C,-9%,-5%,-5,-10%,19%,-4%,-10%,2%,-9%
O=C(CN1C(=O)NC2(CCCCCC2)C1=O)NCc1ccccc1,-5%,-1%,-4,.,.,-1%,.,14%,1%
O=C(N/N=C\c1c(O)ccc2ccccc12)c1cncc(Br)c1,-3%,83%[activator],8,-15%,17%,-5%,-2%,11%,-17%
CCn1c(SCC(=O)N2CCCC(C)C2)nnc1-c1ccco1 (stereo unspecified),?,39%[activator],-5,3%,53%,-4%,-7%,0%,-23%
Cn1c(NCC(O)CO)nc2c1c(=O)n(Cc1ccc(Cl)c(Cl)c1)c(=O)n2C (stereo unspecified),2%,1%,-8,-2%,-2%,1%,-10%,2%,-7%
COCCn1c(SCC(=O)Nc2ccccc2C)nc2c(oc3ccccc32)c1=O,-12%,4%,-8,4%,5%,-3%,10%,1%,-16%
O=C(CNCC(=O)Nc1ccc(F)c(F)c1F)Nc1ccc(F)c(F)c1F,-14%,1%,0,-3%,-2%,1%,0%,-17%,10%
CCOCCn1c(CC)nc2ccccc21,-4%,110%[activator],-11,-1%,-7%,-1%,-3%,9%,-5%
O=C(CN1CCCN(Cc2ccc(F)cc2Cl)C1=O)NC1CCCC1,3%,10%,-5,-2%,2%,-5%,-6%,0%,-12%
CCOc1nc(-c2ccccc2)c2cc(Br)ccc2n1,-19%,39%[activator],-9,-5%,14%,-1%,2%,-9%,-2%
Cc1cc(C)cc(NC(=O)N2CCC(CN3CCOCC3)CC2)c1,-4%,3%,-9,0%,19%,1%,-6%,.,-10%
CCOc1nc(NCCC2=CCCCC2)nc(N2CCOCC2)n1,1%,-16%,-3,-2%,-2%,-2%,3%,-2%,-3%
CCc1cc(C(=O)NC2CCCc3c2cnn3-c2cccc(C)c2C)n(C)n1 (stereo unspecified),-5%,113%[activator],-5,-2%,7%,0%,-12%,-5%,-9%
C/C(CCc1ccccc1)=N\NC(=S)NCCc1ccccc1,-4%,2%,-2,-11%,98%,-1%,-14%,-7%,-6%
O=C(O)C1C2C=CC(C2)C1C(=O)OCC1CCCO1 (stereo unspecified),8%,8%,4,0%,4%,-1%,-3%,2%,1%
CCCCN1C(=O)C(=O)N(CC(=O)c2ccc3c(c2)CCCC3)C1=O,-2%,5%,-2,.,.,-2%,.,25%,-16%

# For reference, part of the list above:
molecule,Pol eta inh,Pol iota inh,LDHA block,BLM helicase inh,POLB inh,Glioma ERSR ind,Apoferritin bind,APE1 inh,Pol kappa inh
Cn1c(NCC(O)CO)nc2c1c(=O)n(Cc1ccc(Cl)c(Cl)c1)c(=O)n2C (stereo unspecified),2%,1%,-8,-2%,-2%,1%,-10%,2%,-7%
COCCn1c(SCC(=O)Nc2ccccc2C)nc2c(oc3ccccc32)c1=O,-12%,4%,-8,4%,5%,-3%,10%,1%,-16%
O=C(CNCC(=O)Nc1ccc(F)c(F)c1F)Nc1ccc(F)c(F)c1F,-14%,1%,0,-3%,-2%,1%,0%,-17%,10%
CCOCCn1c(CC)nc2ccccc21,-4%,110%[activator],-11,-1%,-7%,-1%,-3%,9%,-5%
O=C(CN1CCCN(Cc2ccc(F)cc2Cl)C1=O)NC1CCCC1,3%,10%,-5,-2%,2%,-5%,-6%,0%,-12%
CCOc1nc(-c2ccccc2)c2cc(Br)ccc2n1,-19%,39%[activator],-9,-5%,14%,-1%,2%,-9%,-2%
Cc1cc(C)cc(NC(=O)N2CCC(CN3CCOCC3)CC2)c1,-4%,3%,-9,0%,19%,1%,-6%,.,-10%
CCOc1nc(NCCC2=CCCCC2)nc(N2CCOCC2)n1,1%,-16%,-3,-2%,-2%,-2%,3%,-2%,-3%
CCc1cc(C(=O)NC2CCCc3c2cnn3-c2cccc(C)c2C)n(C)n1 (stereo unspecified),-5%,113%[activator],-5,-2%,7%,0%,-12%,-5%,-9%
C/C(CCc1ccccc1)=N\NC(=S)NCCc1ccccc1,-4%,2%,-2,-11%,98%,-1%,-14%,-7%,-6%

# Assay outcomes: PubChem BioAssay, National Center for Advancing Translational Sciences (NCATS)
